Screening results: PubChem, Sanford-Burnham Center for Chemical Genomics
APJ ag – activates the human apelin receptor APJ; P35414; CHO-K1 APJ PathHunter beta-arrestin, luminescence; 0% DMSO wells, 100% apelin; activation, % at 20 µM; 0.11% of 330,000 active; AID 2520;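 active = activation more than six SD over the plate average, tested at 20 µM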;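 note: 0% = DMSO alone and 100% = apelin-13 at 10 nM; some results filed as inactive read as strong as hits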
Target sequence (P35414 whole entry, looked up): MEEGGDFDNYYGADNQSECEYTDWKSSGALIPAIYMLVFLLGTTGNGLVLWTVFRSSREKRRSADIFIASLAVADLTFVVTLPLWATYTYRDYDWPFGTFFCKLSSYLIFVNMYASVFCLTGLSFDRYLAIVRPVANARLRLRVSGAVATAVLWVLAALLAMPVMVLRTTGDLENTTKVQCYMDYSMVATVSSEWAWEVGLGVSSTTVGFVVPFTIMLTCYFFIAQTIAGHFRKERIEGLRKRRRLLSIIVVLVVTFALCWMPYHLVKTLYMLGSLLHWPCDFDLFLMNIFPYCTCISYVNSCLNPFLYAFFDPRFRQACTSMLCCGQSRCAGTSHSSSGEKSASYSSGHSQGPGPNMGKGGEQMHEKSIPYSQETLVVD
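Assay system: engineered CHO-K1 APJ arrestin reporter cells; Amount: 1000 CHO-K1 reporter cells seeded per well; Dosing: one dose, 20 µM compound, 1% DMSO; Times: compound stimulation 90 min at 25 °C, detection 60 min; Measured by: luminescent beta-gal fragment complementation, chemiluminescent substrate; Read-out: APJ–arrestin association signal; Controls: DMSO vs Apelin-13 10 nM.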
TIM10 inh – inhibits growth of TIM10 yeast strain; S. cerevisiae TIM10 strain growth, BacTiter-Glo luminescence, 24 h; inhibition, % at 10 µM; 1.4% of 330,000 active; AID 463195;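 active = inhibition of 40% or more at the single tested concentration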;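 note: wild-type TIM10 isogenic control strain grown at permissive 25 °C; 0% = DMSO yeast wells and 100% = minimal medium wells without yeast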
MPTP inh – blocks calcium-induced mitochondrial swelling. AID 602449. 1.4% of 360,000 active. isolated mouse mitochondria, Ca2+ swelling absorbance, 30 min. inhibition, % at 10 µM;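 active = inhibition of 50% or more, scaled per plate between neutral and stimulator controls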;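 note: 0% = DMSO wells given calcium and 100% = 1 mM EGTA wells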
NALP3 yeast inh – inhibitors of NALP3 inflammasome in yeast; Yeast reconstituted NLRP3/ASC/caspase-1, beta-gal luminescence, 24 h; inhibition, % at 10 µM; 0.39% of 330,000 active;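 active = inhibition of 50% or more; inactive = inhibition below 50%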;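 note: plate controls were induced DMSO wells for no effect and uninduced yeast grown without galactose for full effect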
APJ antagonist – blocks the human apelin receptor APJ. inhibition, % at 20 µM. 0.32% of 330,000 active. CHO-K1 APJ beta-arrestin complementation, luminescence. AID 2521;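 active = inhibition above about 40% at 20 µM, limit read from the data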;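 note: cells challenged with 10 nM apelin-13 agonist together with compound; plate controls were apelin-13 plus DMSO wells for no effect and DMSO wells lacking apelin-13 for full effect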
tim23-1 inh – inhibits growth of tim23-1 mutant yeast | S. cerevisiae tim23-1 growth, BacTiter-Glo luminescence, 24 h | inhibition, % at 20 µM | 1.3% of 330,000 active;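 active = growth inhibition of the mutant yeast at or above 50%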;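 note: temperature-sensitive mutant grown at 25 °C; plate controls were DMSO-treated mutant yeast for no effect and medium wells lacking yeast for full effect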
NR3A LBD binder – modulates the human NR3A ligand-binding domain; NR3A LBD differential scanning fluorimetry, Tm shift; 0% = protein alone, 100% = glycine-bound protein; 2.5% of 340,000 active; Tm shift relative to glycine control, % at 25 µM;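 active = melting temperature shift of at least 10% of the positive control shift, at one fixed dose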
tim10-1 inh – growth inhibitors of tim10-1 mutant yeast. 2.2% of 330,000 active. inhibition, % at 20 µM. S. cerevisiae tim10-1 ts strain growth, BacTiter-Glo, 24 h. AID 463190;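 active = inhibition of at least 40%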;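 note: mutant grown at 25 °C; 0% = DMSO wells with yeast and 100% = wells holding no yeast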
MIN6 prolif – induces beta-cell replication in MIN6 cells; AID 2380; 0.29% of 330,000 active; MIN6 cells proliferation, ATPlite luminescence, 48 h; cells starved in 0.2% serum; 100% = growth in 10% serum; proliferation, % at 10 µM;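 active = compounds whose signal lies at least 3.5 SD above the mean of all wells on their plate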;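 note: 0% = DMSO-treated cells in low-serum medium and 100% = 10% serum control; some compounds called inactive have numbers as strong as hits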
* = called active by the depositor; . = no result given.

molecule,APJ ag,TIM10 inh,MPTP inh,NALP3 yeast inh,APJ antagonist,tim23-1 inh,NR3A LBD binder,tim10-1 inh,MIN6 prolif
O=C(Nc1ccc2[nH]ccc2c1)c1ccccc1,-0.5,-4.6,0.9,15.2,5.0,-10.2,-5.0,-63.9,-3.8
COc1cccc(-c2nc(-c3ccccc3)nc(N3CCN(C)CC3)c2C#N)c1,-2.7,17.0,1.2,29.3,3.7,15.0,5.0,30.9,-5.5
COc1cccc(CC(=O)Nc2nc(C)cs2)c1,-2.8,10.4,-1.7,13.0,-9.9,21.2,1.2,-10.5,-6.5
COc1ccccc1C(=O)O/N=C(/C)c1ccc(N2C(=O)C3CCCCC3C2=O)cc1 (stereo not given),-0.6,3.5,-0.7,6.7,10.0,-15.2,-3.0,5.0,1.2
O=S1(=O)N=CN(Cc2cccc(F)c2)c2ccccc21,-1.3,-3.1,-0.1,14.9,0.2,4.5,-1.1,4.1,2.5
Cc1ccc(C2(C)CC(C)(C)N(C(=O)CSc3nnc(C)s3)c3ccccc32)cc1 (stereo not given),-1.0,26.2,1.2,-0.4,11.9,31.2,-0.7,14.8,-5.4
Nc1nc(SCC(=O)O)[nH]c(=O)c1NC(=O)c1ccccc1F,-1.8,7.4,1.2,20.4,3.4,9.7,2.0,-5.2,-0.9
COc1ccc(NC(=S)NCCc2ccc(F)cc2)c(OC)c1,-2.1,10.0,1.8,5.2,14.3,17.6,-2.5,29.1,-1.9
Cc1occc1C(=O)NNC(=O)Cc1ccccc1,-7.4,-13.5,-0.3,5.5,-9.2,4.9,-0.1,10.8,-2.5
C#CCOCCOCCOCCNc1nc(N2CCN(C(=O)CCCCCCCCCCNC(=O)[C@H](CCCCN)n3cc(C)nn3)CC2)nc(N2CCN(C(=O)CCCCCCCCCCNC(=O)[C@@H]([C@H](C)O)n3cc(C)nn3)CC2)n1,-8.5,10.3,-4.2,4.5,16.8,34.5,25.8*,30.0,-7.6
CCOC(=O)c1ccccc1NC(=O)CSc1nnc(C(C)C)n1CC,-1.7,10.8,0.1,2.8,6.5,6.8,0.3,8.0,-0.6
COC(=O)[C@@]1(C)[C@H]2C(=O)N(Cc3ccccc3)C(=O)[C@H]2[C@H]2CN=C(SCC(=O)c3ccccc3)N21,.,2.9,5.4,.,.,38.2,0.3,11.9,.
CN(CC(=O)NC(=O)NC1CCCCC1)CC(=O)Nc1ccc(OC(F)(F)F)cc1,-0.8,0.5,-0.6,-2.9,-3.0,27.6,-4.0,5.4,-6.5
O=S(=O)(c1ccc2nc(SCc3ccc(Cl)cc3)[nH]c2c1)N1CCOCC1,-3.0,17.6,36.1,1.9,0.6,8.9,-4.7,19.9,-2.8
O=C(c1cc(S(=O)(=O)N2CCOCC2)ccc1Cl)N1CCOCC1,2.3,3.7,1.1,-6.8,-8.4,8.8,-0.3,15.2,1.3
COc1ccc(/C=N/Nc2nc(N3CCCC3)nc(N3CCCC3)n2)c(OC)c1OC,-2.0,8.8,2.4,8.9,6.3,31.3,-3.1,38.4,0.0
CN1C(=O)CC(C(=O)O)SC1=Nc1cc(Cl)cc(Cl)c1 (stereo not given),2.7,-2.1,1.3,0.0,-8.0,3.8,2.7,10.2,-2.2
Cc1c(NC(=O)c2cc3c(s2)CCCC3)c(=O)n(-c2ccccc2)n1C,-4.2,-4.9,-2.5,2.9,-8.6,18.9,0.8,-0.9,-2.7
CCOC(=O)[C@@H]1[C@H]2COc3ccc(Br)cc3[C@H]2N2C(=O)N(c3ccc(Br)cc3)C(=O)[C@]12C,-3.3,-50.1,2.2,-2.5,0.1,7.8,-1.2,-28.6,-0.7
O=C(CN1CCCCC1)N1CCc2ccccc21,-1.4,-6.3,0.4,13.7,-2.5,1.9,0.2,-6.6,-3.7
COc1cc(C)ccc1Oc1nc(-c2ccccc2O)nc2ccccc12,-1.2,-14.6,2.9,-2.0,0.1,4.6,1.2,1.7,-0.8
Cc1ccc(CNC(N)=S)cc1,-4.7,4.4,-1.1,0.7,5.5,-2.1,-1.4,0.2,-1.2
C/C=C/C(=O)OCC(=O)Nc1nc2ccc(C)cc2s1,-4.2,2.3,0.7,13.9,17.6,-10.8,-1.7,1.6,-3.1
O=C(Cc1cccs1)N/N=C/C(Cl)=C/c1ccccc1,-4.1,4.8,5.4,10.3,-1.7,0.7,-0.1,9.0,3.3
CCc1ccc(N2C(=O)CN(Cc3cccs3)C2=S)cc1,-1.9,33.6,1.0,16.4,-8.3,25.4,-1.6,24.8,-5.6
Cc1ccsc1/C=N/NC(=O)CO,-0.5,4.8,0.1,-11.9,9.7,4.6,-0.8,-0.1,0.2
CCOC(=O)c1cnc(-n2nc(C)cc2C)nc1NCCc1ccccc1,-3.9,6.6,9.4,15.4,7.9,50.5*,-1.1,16.4,-5.9
CCN(CC)S(=O)(=O)c1ccc2oc(Nc3ccc(OC)cc3OC)nc2c1,-2.3,23.3,-0.6,-0.6,24.9,19.1,-4.6,8.8,0.0
Cc1cccn2c(=O)c3cc(C(=O)N4CCN(C(=O)c5ccco5)CC4)n(C)c3nc12,4.1,8.9,-1.0,-10.2,-8.7,3.0,0.0,20.3,0.8
CCc1cc(CNC(=O)c2ccc3nc(Cc4ccc(OC)c(OC)c4)oc3c2)on1,-2.5,11.1,-0.7,-5.3,13.0,-9.1,0.0,-4.2,-4.3
Cc1ccc2cc(CCNC(=O)c3ccc4c(c3)OCO4)c(=O)[nH]c2c1C,-0.8,12.7,-1.4,13.4,18.0,11.5,-1.8,-10.3,-0.4
CCCn1c(=O)c(C(=O)NNS(=O)(=O)c2ccc(NC(=O)OC)cc2)c(O)c2ccccc21,2.8,-0.5,0.3,19.8,-15.3,-3.1,3.1,-18.6,0.6
CC(C)[C@@H](CO)NS(=O)(=O)c1ccc(Br)cc1F,.,-14.6,-0.2,.,.,20.9,-1.0,0.8,.
Cc1cc(NC(=O)Nc2ccc(Cl)c(Cl)c2)no1,5.2,-6.2,82.3*,29.1,-23.6,20.7,-2.7,1.8,-2.6
Cc1oc(-c2cccc(Cl)c2)nc1CSCC(=O)O,-5.2,7.7,-1.5,13.9,-11.5,6.8,-0.6,-23.2,2.6
CC(=O)c1ccc(OC(=O)C(CCS(C)(=O)=O)N2C(=O)c3ccccc3C2=O)cc1 (stereo not given),-2.2,-2.3,0.1,-4.4,5.4,10.2,2.2,6.4,0.0
COc1cccc(OC)c1OCCN(C)C,-1.4,-11.6,0.3,5.1,-12.9,1.6,0.0,4.2,0.4
COc1ccc(OC)c(C(=O)CN2C(=O)NC(C)(c3ccccc3)C2=O)c1 (stereo not given),2.0,8.3,0.4,12.7,-3.6,27.8,1.1,21.0,-0.8
O=C(CCCOc1ccc(Cl)cc1Cl)NNC(=O)c1ccc(NC(=O)c2ccccc2)cc1,0.4,-25.4,-1.1,20.5,1.4,-12.2,2.4,19.3,0.8
CN(C(=O)COc1ncnc2c1cnn2-c1ccccc1)C1CCCCC1,-0.9,10.7,-0.2,-3.6,15.2,-8.7,0.9,12.8,-0.1
O=[N+]([O-])c1cc(C(F)(F)F)cc([N+](=O)[O-])c1NN=C1CCCCC1,3.1,25.4,1.7,31.7,8.5,28.3,-2.8,28.7,-1.3
O=C(O)c1cccc(NS(=O)(=O)c2ccc(NC(=O)c3ccco3)cc2)c1,0.7,-7.1,-0.9,-8.3,-16.5,6.5,-1.6,1.5,-0.8
C=CCNC(=O)CN1CCC(c2nc3ccccc3[nH]2)CC1,-0.3,5.0,-0.3,13.7,13.3,-10.2,-0.1,8.2,3.6
COc1ccc(S(=O)(=O)N2CCOCC2)cc1NC(=O)CCNC(=O)c1ccc(Br)cc1,8.7,1.5,-1.5,19.1,12.2,11.8,-0.3,-11.1,-3.3
COc1ccc(S(=O)(=O)NCc2cccnc2)cc1Br,1.0,3.5,35.0,16.4,6.5,10.6,-1.6,8.3,1.3
O=C(Cc1ccccc1)N/N=C/c1ccccc1OCc1ccc(Cl)cc1,-0.5,8.2,-5.4,13.4,-29.3,7.8,5.8,17.9,-6.8
Cc1cccc([C@@H]2[C@@H]3C(=O)N(Cc4ccccc4)C(=O)[C@@H]3[C@]3(Cc4ccc(Cl)cc4)C(=O)N(c4ccc(Br)cc4)C(=O)N23)c1,0.5,5.5,2.1,27.2,14.3,13.6,2.2,6.0,-5.5
COc1cccc(N2CCN(C(=O)C3CCN(S(=O)(=O)c4ccc5c(c4)oc(=O)n5C)CC3)CC2)c1,1.5,0.8,-0.9,5.2,-10.3,8.5,-0.8,2.4,-0.9
CC(C)C[C@H](NC(=O)Nc1cccc(C(F)(F)F)c1)C(=O)O,-3.6,-2.7,-0.3,-3.8,3.5,2.9,-6.8,-7.7,-1.2
COC(=O)CCCC1=CC2=CC(=O)C(C)(OC(=O)c3cccs3)C(=O)C2=CN1CC1CC1 (stereo not given),8.3,-0.5,2.6,1.0,-57.1,7.0,-1.0,7.4,0.7

Brought forward from above: 2 entries, followed by the next part.
molecule,APJ ag,TIM10 inh,MPTP inh,NALP3 yeast inh,APJ antagonist,tim23-1 inh,NR3A LBD binder,tim10-1 inh,MIN6 prolif
CC(C)C[C@H](NC(=O)Nc1cccc(C(F)(F)F)c1)C(=O)O,-3.6,-2.7,-0.3,-3.8,3.5,2.9,-6.8,-7.7,-1.2
COC(=O)CCCC1=CC2=CC(=O)C(C)(OC(=O)c3cccs3)C(=O)C2=CN1CC1CC1 (stereo not given),8.3,-0.5,2.6,1.0,-57.1,7.0,-1.0,7.4,0.7
Cc1nc(N2CCN(C(=O)c3ccco3)CC2)c(C#N)c2c1CCCC2,-1.6,30.0,-1.1,3.7,5.9,48.1,-3.0,36.1,3.2
Cc1c(NC(=O)c2c(N)n(-c3ccccc3)c3nc4ccccc4nc23)c(=O)n(-c2ccccc2)n1C,-1.8,22.0,.,2.7,-6.3,3.1,.,17.0,0.0
CCn1c(CNC(=O)c2ccco2)nnc1SCC(=O)Nc1cc(F)ccc1C,0.3,12.7,-2.3,10.9,17.1,0.3,-1.9,4.3,-1.5
COc1cccc(/C(C)=N/Nc2ccc(S(=O)(=O)N3CCCCC3)cn2)c1,-3.0,39.1,-0.4,3.2,14.0,51.5*,-12.9,26.6,-2.3
Cc1ccc2c(c1)N(CC(=O)NCCCN1CCOCC1)C(=O)c1cccnc1O2,-2.3,-7.2,-1.1,11.6,18.6,6.0,-0.8,0.9,-3.3
Cc1ccc(C(=O)N/C(=C\c2cccs2)C(=O)N2CCOCC2)cc1C,5.4,2.5,-3.0,-2.9,0.8,3.7,1.7,-8.2,4.4
O=C(CCNS(=O)(=O)c1ccccc1)NNC(=O)c1cccc(Cl)c1,1.1,-9.1,0.6,0.7,-10.2,-9.0,0.9,-7.7,-0.4
O=C(/C=C/c1ccco1)N(c1ccccn1)c1ccccn1,-3.2,6.5,0.7,12.9,-2.0,1.4,-0.8,1.7,4.7
COc1ccc(OCCCC(=O)Nc2cccnc2)cc1,-0.2,-5.8,1.6,9.4,-12.8,4.6,-0.6,4.7,-1.0
CCc1ccc(-n2c(=O)c3c(C)c(C)sc3n(CC(=O)NCC3CCCO3)c2=O)cc1 (stereo not given),-2.6,8.8,-0.4,-4.7,5.4,-0.6,0.5,8.3,-1.7
